# SKN-1 inh: inhibitors of C. elegans SKN-1. C. elegans VP596 Pgst-4::GFP/RFP ratio, acrylamide-induced, 24 h. inhibition, % at 21.8 µM. 0.49% of 360,000 active. AID 624304;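 active means interference check ratio from 0.5 to 1.5 plus GFP to RFP signal ratio inhibition reaching or exceeding a fixed threshold, cut at about 30% in these data, passing the limit was not always enough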; further: some compounds called inactive have numbers as strong as hits
# NadD inh: inhibitors of Staphylococcus aureus NadD; purified NadD enzyme, colorimetric absorbance read-out; inhibition, % at 20 µM; 0.78% of 360,000 active; AID 602399; in the data active means inhibition above about 26%; further: some compounds past the cut are filed as inactive
# Rpn11 inh: Rpn11 (human) deubiquitinase inhibition; AID 588493; calls only at 20 µM; human 26S proteasome, Ub4-pepOG fluorescence polarization; 20S core pre-blocked with epoxomicin; 0.59% of 360,000 active; O00487;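 active means inhibition at 20 µM, scaled to each plate's controls, above about 33%, limit read from the data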
# Target sequence (O00487 whole entry, looked up): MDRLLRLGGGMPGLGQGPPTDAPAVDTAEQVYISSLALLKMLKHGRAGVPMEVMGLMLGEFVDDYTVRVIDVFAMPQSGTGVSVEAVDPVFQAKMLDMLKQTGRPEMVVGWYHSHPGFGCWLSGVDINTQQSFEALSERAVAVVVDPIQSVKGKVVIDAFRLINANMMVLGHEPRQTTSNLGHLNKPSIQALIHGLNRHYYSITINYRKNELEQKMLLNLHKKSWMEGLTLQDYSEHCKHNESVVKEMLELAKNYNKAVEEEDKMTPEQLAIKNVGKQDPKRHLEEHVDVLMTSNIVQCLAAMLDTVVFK
# SUMO1 PPI mod: SUMO1-SIM interaction modulation | P63165 | SUMO1 binding to a labelled peptide, TR-FRET, 1 h | inhibition, % at 20 µM | 0.33% of 360,000 active; in the data active means inhibition above about 37%
# Target sequence (P63165 whole entry, looked up): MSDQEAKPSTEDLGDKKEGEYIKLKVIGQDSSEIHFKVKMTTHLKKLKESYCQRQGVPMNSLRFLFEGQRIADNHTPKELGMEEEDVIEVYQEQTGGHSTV
# MT1-MMP act inh: MT1-MMP (human) activation inhibition. GFP/RFP ratio change, % at 20 µM. HT1080 RFP-PRO-GFP cells, GFP/RFP ratio fluorescence, overnight; percent of plate control window, DMSO zero. AID 651647. P50281. 0.061% of 360,000 active;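 active means GFP/RFP ratio change of at least 30% with cell ATP level not reduced by more than half and red fluorescence within 50% of control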; further: strong numbers were not always called active
#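 Test system: HT1080 RFP-PRO-GFP cells; Benchmarks: DMSO and RFP-L50D-GFP cell wells; Timing: cells overnight before dosing, compound overnight, 37 °C, 5% CO2; Compound: one 20 µM compound dose with 1% DMSO; Read-out: GFP/RFP fluorescence ratio.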
# LMPTP inh: LMPTP (human) inhibition; inhibition, % at 20 µM; recombinant LMPTP-A, OMFP fluorogenic substrate, fluorescence intensity; 0.22% of 360,000 active;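 active means compounds that cut the enzyme signal by at least half of the control window in the single-dose screen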;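 further: plate controls were DMSO wells with enzyme plus substrate for no effect and substrate without enzyme for full effect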
#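 Assay system: LMPTP-A, protein tyrosine phosphatase of low molecular weight / Medium: pH 6.0 Bis-Tris buffer with DTT and Triton X-100 / Schedule: 50 min enzyme reaction at room temperature, protected from light / Measured by: endpoint fluorescence intensity from OMFP dephosphorylation / Read-out basis: % inhibition relative to no-enzyme and uninhibited control wells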
# DNMT1 block: inhibitors of human DNMT1. AID 588458. inhibition (reported as % activation of signal), % at 10 µM. P26358. DNMT1 molecular beacon, Hinp1I cleavage, fluorescence. 0.83% of 360,000 active; in the data active means inhibition above about 50%
# STEP block: blocks human striatal-enriched tyrosine phosphatase. inhibition, % at 20 µM. 0.25% of 360,000 active. AID 588621. recombinant STEP, OMFP fluorogenic substrate, fluorescence;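 active means inhibition at 20 µM, scaled per plate between control wells, above about 37%, limit read from the data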;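 further: 0% = DMSO with enzyme and substrate and 100% = substrate only without enzyme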
# Target sequence (P54829 whole entry, looked up): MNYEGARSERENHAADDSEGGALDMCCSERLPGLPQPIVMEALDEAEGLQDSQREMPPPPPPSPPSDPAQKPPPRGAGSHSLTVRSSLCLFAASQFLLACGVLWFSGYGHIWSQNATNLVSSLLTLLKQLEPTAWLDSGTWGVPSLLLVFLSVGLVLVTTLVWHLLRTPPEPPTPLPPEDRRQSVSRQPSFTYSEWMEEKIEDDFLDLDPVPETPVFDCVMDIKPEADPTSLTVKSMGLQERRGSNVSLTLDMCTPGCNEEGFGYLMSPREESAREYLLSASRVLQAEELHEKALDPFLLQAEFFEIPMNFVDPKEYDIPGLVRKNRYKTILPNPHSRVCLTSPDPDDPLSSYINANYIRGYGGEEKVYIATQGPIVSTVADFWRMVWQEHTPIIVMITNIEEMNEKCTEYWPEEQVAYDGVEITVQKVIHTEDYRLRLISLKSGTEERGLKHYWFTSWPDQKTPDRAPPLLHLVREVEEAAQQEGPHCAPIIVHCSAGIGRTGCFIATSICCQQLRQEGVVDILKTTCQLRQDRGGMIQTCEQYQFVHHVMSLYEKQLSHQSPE
#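 System: isolated STEP enzyme; schedule: 20 min enzyme reaction at room temperature, protected from light; medium: Bis-Tris buffer pH 6.0, 2.5 mM DTT, 0.005% Tween 20; signal: fluorescence, 480/540 nm; dosing: single compound dose of 20 µM, 1% DMSO final; also added: OMFP substrate, 25 µM final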
# Scp1 inh: inhibitors of human Scp-1 phosphatase; Q9GZU7; Recombinant Scp1, phosphopeptide, malachite green phosphate absorbance; inhibition, % at 20 µM; 0.88% of 340,000 active;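 active means inhibition above about 50% at 20 µM, limit read from the data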;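 further: plate controls were DMSO wells with enzyme for no effect and wells lacking enzyme for full effect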
#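 Incubation: 45 min enzyme reaction at room temperature / System: truncated SCP-1 phosphatase (76-261aa) / Reagent: Phospho 17-mer peptide substrate / Buffer or medium: Acidic Tris acetate buffer with magnesium and detergent / Signal: absorbance at 630 nm / Doses: one concentration, 20 µM, with 1.0% DMSO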
# CendR NRP1 mod: NRP-1/CendR interaction modulation | O14786 | FAM-RPARPAR peptide binding to NRP-1, fluorescence polarization | inhibition, % at 25 µM | 0.85% of 360,000 active | AID 602438;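 active means inhibition or corrected inhibition above about 18%, plus a signal ratio from 0.5 to 1.5, limit read from the data, passing the limit was not always enough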; further: strong numbers were not always called active
# Numbers without * were called inactive; i = inactive; / = no result given; + = active, no number.
SMILES,SKN-1 inh,NadD inh,Rpn11 inh,SUMO1 PPI mod,MT1-MMP act inh,LMPTP inh,DNMT1 block,STEP block,Scp1 inh,CendR NRP1 mod
COC(=O)c1cnn(-c2ccc(F)cc2F)c1/C=N/NC(=S)NC(C)(C)C,2,-2,i,-1,0,0.9,0,3,-3,5
COc1cc(C(=O)N/N=C(\C)c2ccccn2)cc(OC)c1OC,7,0,i,0,3,-1.5,3,-2,-4,-4
COc1ccc2c(c1)O/C(=C\c1ccco1)C2=O,13,-3,i,-25,-2,3.0,9,4,-7,-30
Cc1cc(C)cc(C(=O)NCCCc2ccccc2)c1,4,-1,i,2,1,-0.3,0,0,-8,10
COc1ccc(-c2cc(CNc3nc(NC(C)C)nc4cc(-c5ccccc5)sc34)on2)cc1,7,34*,i,-15,-32,7.3,-14,12,/,17
O=C(COc1ccc(/C=N/NC(=O)c2ccccc2Br)cc1)Nc1ccccc1,7,0,i,-4,1,0.4,-4,-1,-8,12
Cc1cccc2sc(NC(=O)C3CCN(S(=O)(=O)c4cc([N+](=O)[O-])ccc4Cl)CC3)nc12,2,46*,i,4,-7,5.1,57*,12,80*,-5
Cc1ccc(C(=O)NCc2ccncc2)cc1S(=O)(=O)N1CCOCC1,7,1,i,5,1,-0.7,1,1,-6,8
COc1ccccc1NC(=O)CN(C)S(=O)(=O)c1cccc2cccnc12,-7,-5,i,-1,-1,-0.4,1,-1,-7,0
CCCN(Cc1cc2ccc(C)cc2[nH]c1=O)C(=O)c1ccccn1,-4,7,i,4,-1,0.5,-2,0,-2,-1
COc1ccc2nc(NC3=NCCC3)sc2c1,-1,-3,i,2,6,-2.5,10,0,-2,-15
CC(C)(C)NC(=O)COC(=O)c1c2c(nc3ccccc13)CCC2,7,9,i,4,-5,1.5,2,3,22,-15
Cc1ccc(NC(=O)CSc2nc3c(c(=O)[nH]2)CCC3)cc1C,-14,1,i,1,-5,-1.5,-1,-2,0,-6
COc1ccc(S(=O)(=O)n2cnc3ccccc32)c(C)c1,-1,-8,i,8,-1,1.1,-3,5,-4,-1
CCCn1c(SCC(=O)Nc2cccc(C)n2)nnc1-c1ccco1,-12,-2,i,-2,8,0.7,-3,-2,-6,5

# Entries of single compounds from above. Values in the order: SKN-1 inh, NadD inh, Rpn11 inh, SUMO1 PPI mod, MT1-MMP act inh, LMPTP inh, DNMT1 block, STEP block, Scp1 inh, CendR NRP1 mod
# Record of `COc1cc(C(=O)N/N=C(\C)c2ccccn2)cc(OC)c1OC` = 7, 0, i, 0, 3, -1.5, 3, -2, -4, -4
# Record of `COc1ccc(-c2cc(CNc3nc(NC(C)C)nc4cc(-c5ccccc5)sc34)on2)cc1` = 7, 34*, i, -15, -32, 7.3, -14, 12, /, 17

# Another view of 2 compounds above.
smiles: COc1ccc(-c2cc(CNc3nc(NC(C)C)nc4cc(-c5ccccc5)sc34)on2)cc1
- SKN-1 inh = 7
- NadD inh = 34*
- Rpn11 inh = i
- SUMO1 PPI mod = -15
- MT1-MMP act inh = -32
- LMPTP inh = 7.3
- DNMT1 block = -14
- STEP block = 12
- Scp1 inh = /
- CendR NRP1 mod = 17

smiles: O=C(COc1ccc(/C=N/NC(=O)c2ccccc2Br)cc1)Nc1ccccc1
- SKN-1 inh = 7
- NadD inh = 0
- Rpn11 inh = i
- SUMO1 PPI mod = -4
- MT1-MMP act inh = 1
- LMPTP inh = 0.4
- DNMT1 block = -4
- STEP block = -1
- Scp1 inh = -8
- CendR NRP1 mod = 12

# Additional structures:
SMILES,SKN-1 inh,NadD inh,Rpn11 inh,SUMO1 PPI mod,MT1-MMP act inh,LMPTP inh,DNMT1 block,STEP block,Scp1 inh,CendR NRP1 mod
CN(C(=O)COC(=O)c1cncc(Br)c1)C1CCS(=O)(=O)C1 (stereo not given),-6,4,i,-4,-3,-2.5,2,17,-5,1
CCn1c2ccccc2c2cc(NC(=O)C(C)Oc3ccc(OC)cc3)ccc21 (stereo not given),14,-8,i,-1,2,4.8,-9,7,-9,-24
CC12CN3CC(C)(CN(C1)C3c1ccc3c(c1)OCO3)C2O (stereo not given),-8,-3,i,0,2,0.4,-1,0,-4,0
Cc1c(C(=O)Nc2ccc(S(=O)(=O)Nc3ncccn3)cc2)oc2ccc(F)cc12,-7,3,i,9,8,-1.4,5,-6,4,1
Cc1c(Cl)cccc1NC(CC(=O)c1ccccc1)C(=O)OCC(=O)c1cccs1 (stereo not given),7,-11,i,3,-2,3.6,-8,-1,-19,-6
COc1cccc(OC)c1C(=O)Nn1c(-c2cccs2)nc2ccccc2c1=O,10,1,i,-4,-6,-0.7,2,-3,-3,4
COc1ccc(C(c2nnnn2C2CCCC2)N2CCN(C3CCCC3)CC2)cc1OC (stereo not given),-16,-1,i,-3,0,-0.7,1,3,5,-4
CCOC(=O)C1=C(N)N2C(=O)C(C)SC2=C(C(=O)OCC)C1c1cc(OC)c(OC)c(OC)c1 (stereo not given),4,-1,i,2,0,0.6,0,1,-11,6
CN(C)S(=O)(=O)n1cc(/C=C(\NC(=O)c2ccccc2Cl)C(=O)N2CCCC2)c2ccccc21,6,5,i,7,-3,0.5,-3,0,-5,5
COc1ccccc1OCCNC(=O)/C=C/c1ccc([N+](=O)[O-])cc1,6,-5,i,-19,3,-0.9,4,-4,-4,-1
O=C(CN1C(=O)c2cccc([N+](=O)[O-])c2C1=O)NNC(=O)c1ccc(F)cc1,4,3,i,-8,6,-1.2,0,4,-3,-4
Cc1ccc2oc(C(=O)Nc3nnc(CC(C)C)s3)c(C)c2c1,11,5,i,-2,2,0.2,-1,1,-4,14
CCN(CC(O)Cn1c2ccccc2c2ccccc21)S(=O)(=O)c1ccc(C)cc1 (stereo not given),16,-5,i,0,-13,4.5,-14,0,-8,9
Cc1ccc(CN2CC(C(=O)Nc3cccc(S(=O)(=O)N4CCCCC4)c3)CC2=O)cc1 (stereo not given),0,2,i,0,-5,-1.5,-2,-3,10,0
Cc1c(C(=O)NCCNc2ncc(C(F)(F)F)cc2Cl)cccc1[N+](=O)[O-],8,-2,i,-3,-1,0.5,11,2,-5,15
Cc1ccc(S(=O)(=O)CC(=O)Nc2cccc(C)n2)cc1,5,3,i,1,-1,-0.1,-1,-2,-1,9
COC(=O)C(=O)/C=C(\O)c1ccc(C)cc1,-2,3,i,-3,-2,-1.0,6,-4,1,-9
COc1cc(NS(=O)(=O)c2ccc(-n3cccn3)cc2)cc(OC)c1,-8,-5,i,6,7,0.0,1,-1,/,4
O=C(NCC(c1ccc(F)cc1)N1CCOCC1)c1cccnc1Sc1ccccc1Cl (stereo not given),12,1,i,-91,-5,-8.5,-9,-1,-9,-2
COc1ccc(-c2csc(NC(CO)c3nc4ccccc4n3Cc3ccc(C)cc3)n2)cc1 (stereo not given),22,14,i,3,1,3.9,-32,1,4,1
CN(C(=O)c1ccco1)c1ccccc1C(=O)O,3,-2,i,-1,1,-1.6,0,1,-1,-4
CC(C)C(c1nnnn1C(C)(C)C)N1CCC(Cc2ccccc2)CC1 (stereo not given),21,-1,i,1,-20,2.3,6,0,-27,14
COc1ccc(C(=O)CC(C#N)c2ccc3c(c2)OCO3)cc1OC (stereo not given),18,-3,i,-1,-4,-0.9,-7,0,/,0
COc1nc(NCCN2CCOCC2)nc(Nc2ccccc2)n1,0,-3,i,1,3,-0.9,0,-3,-7,12
Cc1ccc(S(C)(=O)=O)cc1C(=O)NC(C)C1CC2CCC1C2 (stereo not given),5,0,i,5,2,-0.3,3,0,-2,-2
Cc1cc(=O)n2[nH]c(N)c(N=Nc3ccccc3)c2n1,3,4,i,-8,13,0.9,-1,5,-9,-3
Cc1cc(C)c2sc(C)[n+](CCCS(=O)(=O)[O-])c2c1,10,7,i,5,3,-0.7,0,10,-5,1
O=C(CNC(=O)c1ccccc1F)OCc1csc(-c2ccccc2)n1,4,1,i,-4,8,0.3,-1,0,-1,4
CCC(C)N1CCN(S(=O)(=O)c2ccc(NC(C)=O)cc2)CC1 (stereo not given),2,-3,i,3,0,-0.1,-1,0,-8,2
Cc1nc(C)c(C(=O)C2=C(O)C(=O)N(CCCn3ccnc3)C2c2ccccc2)s1 (stereo not given),-10,5,i,3,-2,-5.0,-3,-3,0,-12
O=C(COC(=O)COc1ccccc1[N+](=O)[O-])Nc1cccc(Br)c1,-1,-6,i,-2,0,-0.1,-7,-2,-10,8
O=C1NC(=S)CN1c1ccccc1,-6,1,i,13,0,2.7,1,2,-11,9
CN1CCN(C(=O)CCC(=O)O)CC1,0,0,i,-3,-2,-2.7,2,0,-7,10
Cc1c(C(=O)O)sc(S(=O)(=O)N2CCN(C(=O)Cc3ccc(F)cc3)CC2)c1C(=O)O,5,-2,i,-1,0,-1.2,7,-2,11,-11
O=c1[nH]cc(S(=O)(=O)N2CCN(c3cccc(Cl)c3)CC2)c(=O)[nH]1,3,-1,i,5,1,2.2,3,1,3,5
CCCCNc1ncnc2c1cnn2-c1ccc(Cl)cc1,-10,-5,i,4,6,1.0,4,1,4,-3
CC(C)(C)NS(=O)(=O)c1ccc(CCC(=O)Nc2ccc3c(c2)OCCO3)cc1,-12,-5,i,-6,4,0.2,-2,2,-8,1
Oc1cccnc1CN1CCOCC1,8,1,i,1,-2,-1.7,-4,1,-3,-3
COC(=O)C(C)Sc1nc2c(c(=O)n1-c1ccccc1)SCC2 (stereo not given),-2,2,i,-9,/,-1.3,3,1,-1,12
CCC(=O)Nc1ccc(N2CCN(Cc3ccccc3)CC2)cc1,-5,8,i,-1,2,-0.2,-1,1,5,0
O=C(Nc1ccc2nc(-c3cccs3)c(-c3cccs3)nc2c1)N1CCOCC1,7,-11,+,-22,-23,3.2,-18,-3,-8,-18
CCCCOCCCNC(=O)C[C@@H]1C[C@@]2(C(=O)OCC)CCC=C2N(Cc2ccc3c(c2)OCO3)C1=O,1,5,/,2,3,-0.1,/,/,/,2
COc1cc2nc(N3CCN(C(=O)OCc4ccccc4)[C@H](C(=O)NC(C)(C)C)C3)nc(N)c2cc1OC,-4,2,i,15,-1,4.0,-6,-2,-9,-3
CC1CC(C)(C)CC2(C1)NC(=O)N(CC(=O)Nc1c(F)cccc1F)C2=O (stereo not given),17,5,i,4,4,-0.6,8,-7,-10,6
COc1ccc(-c2nn(-c3ccccc3)cc2C(=O)Nc2nc(CC(C)=O)ns2)cc1,2,-8,i,5,-7,2.3,-8,-2,1,10
NNC(=O)c1cc(C23CC4CC(CC(C4)C2)C3)[nH]n1,7,-4,i,2,4,-2.1,-1,-3,-5,12
COc1cccc(/C=N/NC(=O)CNC(=O)c2cccs2)c1O,-9,-2,i,-6,3,-1.7,0,2,-8,3
CCOc1ccc(NC(=O)CN(C)C(=O)CSC(C)C(=O)Nc2cc(C)on2)cc1OCC (stereo not given),-6,0,i,-50,0,-8.7,-7,0,-11,10
COc1ccc(C(=O)Nc2nc(-c3ccc([N+](=O)[O-])cc3)c(-c3ccccc3)s2)cc1,0,13,i,-5,-6,0.4,-4,2,-6,-6

# High-throughput results from PubChem.
